Screens (PubChem)
Mot1-301 SUMO: yeast Mot1-301 growth rescue at high temperature, primary screen, SUMOylation pathway inhibitor project, S. cerevisiae, ATP luminescence, 38.5C. S. cerevisiae Mot1-301 growth rescue; percent above DMSO median, 100 means doubled. growth rescue, % at 18.8 µM. 1% of 320,000 active;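 active = every valid replicate shows activation above 250% relative to neutral control wells; inactive = the rest, any valid replicate at or below 250%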;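 note: OY570 slx delta 5 strain wells were the positive control but not used for scaling; some compounds called inactive have numbers as strong as hits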
Active calls of the source: *; i = inactive. Not all compounds are listed, so the mix of outcomes need not match the whole.

SMILES	Mot1-301 SUMO
CC(C)Cc1ccccc1O	-5.0
CC1CCN(C(=O)c2cc(N3C(=O)C4C5CCC(C5)C4C3=O)ccc2Cl)CC1 (stereo not drawn)	-23.8
C/C(CC(=O)Nc1ccccn1)=N\NC(=O)c1ccncc1	98.1
COCCCn1c2nc3ccccc3nc2c2c(=O)n(-c3ccccc3OC)c(C)nc21	-9.1
COc1ccc(N2C(=O)CCC(C(=O)N(C)C3CCCCC3)C2c2ccc(OC)c(OC)c2)cc1 (stereo not drawn)	59.0
CCc1ncc(C)[nH]1	334.2
CCOC(=O)C1=C(N)n2c(s/c(=C/c3ccccc3)c2=O)=C(C(=O)OCC)C1c1ccccc1 (stereo not drawn)	38.3
CCCc1nc(SCC(=O)N2CCc3ccccc32)c2c(C)c(C)sc2n1	-8.2
CCn1cc(C(=O)O)c(=O)c2cnc(N3CCN(C(=S)NC(=O)c4ccc(Cl)cc4)CC3)nc21	-9.0
O=C(N/C(=C\c1cn(-c2ccccc2)nc1-c1ccccc1)C(=O)N1CCOCC1)c1ccccc1	7.3
CC(C)OCCCNc1nc2c(-c3ccccc3)nnn2c2ccccc12	-6.8
CC(C)[C@@]1(c2ccc(Cl)cc2)ON(c2ccccc2C(F)(F)F)C1=O	-1.1
Cn1c(=O)c(C(=O)COC(=O)c2cc(-c3ccco3)nc3ccccc23)c(N)n(Cc2ccccc2)c1=O	6.9
O=C1CC(c2ccc(Br)cc2)NC(c2ccc(Br)cc2)C1c1ccccc1 (stereo not drawn)	31.4
Cn1c(N)c(C(=O)COC(=O)c2cc(-c3ccccc3)nc3ccccc23)c(=O)n(C)c1=O	-15.1
C=C[C@H]1[C@H](OC2OC(CO)C(O)C(O)C2O)OC=C(C(=O)OC)[C@H]1C[C@H]1CC(=O)C[C@H](CC(=O)CCc2ccc(O)cc2)O1 (stereo partly drawn)	4.7
NC(=S)NNC(=O)c1cccc(Br)c1	9.8
COc1ccccc1N1CCN(C(=O)CC2NC3CCCCC3NC2=O)CC1 (stereo not drawn)	-3.9
COC(=O)C/C=C/[C@@H](C)[C@@H](/C=N/OC[C@H]1O[C@H](c2ccccc2)C=C[C@@H]1Oc1ccc(OC)cc1)OC	6.8
COc1ccc(S(=O)(=O)n2nc(C)c(S(=O)(=O)N3CCOCC3)c2C)cc1OC	-25.2
CCCCn1nnc(NC(=O)c2ccc(-c3cccc([N+](=O)[O-])c3)o2)n1	9.4
NC(=O)C1CCN(C(=O)c2ccc3c(=O)n(Cc4ccco4)c(SCC(=O)c4ccc(F)cc4)nc3c2)CC1	-2.8
CC1C2(C)OCC(C#N)(C(=N)O2)C1(C#N)C#N (stereo not drawn)	-15.3
COc1ccc(CC(=O)Nc2cccc(C(=O)Nc3cccc(C)c3)c2)cc1	-4.4
COc1ccc2nc(Nc3nc(CSc4nc5ccccc5s4)cc(=O)[nH]3)nc(C)c2c1	-9.6
Cc1ccsc1/C=C1/SC(N2CCOCC2)=NC1=O	49.8
Nn1c(SCc2ccccc2F)nnc1-c1ccccn1	10.0
CCOc1ccc2cc(C#N)c(SCC(=O)NC(C)CC)nc2c1 (stereo not drawn)	144.7
O=C1C=CC(=O)N1c1ccc(I)cc1Cl	15.0
COc1cc(OC)c(/C=C2\C(=O)Nc3ccccc32)c(OC)c1	-5.4
CCOc1ccc2nc(C)cc(Nc3ccc(N4CCOCC4)cc3)c2c1	-1.0
O=c1[nH][nH]c(=S)n1C1CCCCC1	-15.0
COc1cc2c(cc1OC)C(C(=O)NCC1COc3ccccc3O1)C(c1cccnc1)N(C)C2=O (stereo not drawn)	-4.1
CC(C)Cn1c(-c2ccco2)nc2c(c(=O)c3ccccc3n2C)c1=O	34.1
CCCCCCCC#Cc1ccccc1/C=N/S(=O)c1ccc(C)cc1 (stereo not drawn)	40.6
COc1ccc2c(c1)O[C@H](c1ccc3c(c1)OCO3)[C@@H](OC(=O)N[C@H]1CCCc3ccccc31)C2=O	29.2
CC1(C)O[C@@H]2[C@H](O1)[C@@H](COS(=O)(=O)O)O[C@H]2n1cnc2c(N)ncnc21	-11.0
O=C(O)c1ccc(Cl)c2c1C1C=CCC1C(c1ccccn1)N2 (stereo not drawn)	-14.5
COc1ccc(/C=C/c2c(-c3cccc(C)c3)oc3ccc(-c4ccc5c(c4)OCO5)cc23)cc1	-9.8
O=C1N=C(N2CCCC2)S/C1=C\c1cn[nH]c1-c1ccccc1	-8.7
O=C1/C(=C\c2cccnc2)CN(Cc2ccccc2)C/C1=C\c1cccnc1	-35.2
Cc1ccccc1/C=C/C(=O)c1ccc([N+](=O)[O-])o1	233.4
COC(=O)[C@@]1(Cc2ccc(F)cc2)[C@H]2c3cc(C(=O)N(C)C)n(CCSCCO)c3C[C@H]2CN1C(=O)c1ccccc1	-7.1
Cc1ccc(N2C(=O)c3ccccc3C2O)nc1 (stereo not drawn)	92.8
CSCSC1=C(C#N)C(c2ccc(Cl)cc2)C(C(C)=O)=C(C)N1 (stereo not drawn)	-22.3
Nc1nc2ccc(Cl)cc2c2nc(-c3ccco3)nn12	10.0
O=C1C=C(O)c2c(O)cccc2C1=O	-11.7
CCOc1cc(C(=O)OCc2ccc(C(=O)OC)o2)cc(Br)c1OC	-7.8
N#C/C(=C\c1cccc2ccccc12)c1nn(-c2ccccc2)c(N)c1C#N	2.1
COc1ccc(Nc2sc(C(=O)Nc3cccc(Cl)c3)c(N)c2C(=O)Nc2ccccc2OC)cc1	-10.7

New compounds follow.
SMILES	Mot1-301 SUMO
O=C(Nc1ccc(Cl)c([N+](=O)[O-])c1)Nc1nc2ccccc2s1	-22.6
COc1ccc2cc1Oc1ccc(cc1)C[C@H]1c3cc(c(OC)cc3CCN1C)Oc1c(O)c(OC)cc3c1[C@H](C2)N(C)CC3	-3.5
O=C(COc1cccc2cccnc12)NNC(=S)Nc1ccccc1	-12.7
CCCCCC(=O)Cc1cc(O)cc2c1C(=O)Oc1cc(O)c(C(=O)O)c(CCCCC)c1O2	23.6
CCOC(=O)C1=C(C)NC(C)=C(C(=O)OCC)C1c1ccccc1/C=C/C(=O)OC(C)(C)C	-8.3
NNC(=O)c1ccccc1CO	-12.4
CC(=O)Oc1ccc(C23CC4CC(CC(C4)C2)C3)cc1C(=O)O	188.3
CCOC(=O)CCCCC(=O)c1[nH]c(=O)[nH]c1CSc1nnc2c3cc(Br)ccc3n(C)c2n1	-9.3
CN=C1S/C(=C\c2cccn2-c2cccc(Br)c2)C(=O)N1C	-21.8
CC(CCc1ccccc1)NC(=O)CCCCCNc1nc(=S)[nH]c2ccccc12 (stereo not drawn)	-9.3
Cc1onc(-c2c(Cl)cccc2Cl)c1C(=O)n1nnc2ccccc21	4.5
CCN1C(=O)OC2(CCCCC2)C1(C)O (stereo not drawn)	-16.5
COC/C=C/C1=CC2=CC(=O)C(C)(OC(=O)c3cnc4ccccc4n3)C(=O)C2=CN1c1ccc(CO)cc1 (stereo not drawn)	21.0
CC(=O)N1c2ccc3ccccc3c2C2C=CCC2C1c1ccc(Br)cc1 (stereo not drawn)	15.0
Cc1c(NC(=O)c2c(N)n(-c3ccccc3)c3nc4ccccc4nc23)c(=O)n(-c2ccccc2)n1C	-9.4
COc1ccc(S(=O)(=O)N2CCOCC2)cc1NC(=O)CSc1nnc2ccccn12	i
CN(C)c1ccc(/C=C/c2cc[n+]([O-])cc2)cc1	11.3
CC1(C)Cc2c(c(-c3ccccc3)nc3sc4c(=O)[nH]c(=S)[nH]c4c23)CO1	-8.0
Cc1ccc(Nc2nc(N3CCN(C)CC3)nc(N)c2[N+](=O)[O-])cc1C	2.6
O=C(O)C1C2C=CC(C2)C1C(=O)NCc1ccccn1 (stereo not drawn)	-2.5
CCOC(=O)c1c(C)[nH]c(C2=NNC(=Nc3cccc(Cl)c3)SC2)c1C	235.4
CC1=C(C#N)C(=O)N(C2CCS(=O)(=O)C2)C(=O)/C1=C\c1ccco1 (stereo not drawn)	-11.2
Cn1c2ccccc2c(=O)n2c(=O)c3ccccc3cc12	2.0
N#CC1=C(N)SC(N)=C(C#N)C1CCC1CCCCC1	-3.2
Cc1cc(C(=O)O)ccc1-n1c(C)ccc1C	-0.2
C[C@H]1CC[C@H]2C(=O)N3[C@H](c4cccc(N5CCCC5=O)c4)[C@@H](C)CC[C@H]3C(=O)N2[C@@H]1c1cccc(N2CCCC2=O)c1	-25.8
COc1ccc(N/C(=C(/C(Cl)=C(Cl)Cl)[N+](=O)[O-])n2nnc3ccccc32)cc1	4.3
O=C(O)C1OC(Oc2c(-c3ccc(O)c(O)c3)oc3cc(O)cc(O)c3c2=O)C(O)C(O)C1O (stereo not drawn)	-11.7
CCc1ccc(-c2cc(-c3n[nH]c(=S)n3CC)c3ccccc3n2)cc1	12.2
CCOC(=O)c1c2c(n(C)c1COC)C(=O)C(=O)c1ccc(Br)cc1-2	9.3

Compounds above that have a thiophene ring, fused or not:
SMILES	Mot1-301 SUMO
CCCc1nc(SCC(=O)N2CCc3ccccc32)c2c(C)c(C)sc2n1	-8.2
Cc1ccsc1/C=C1/SC(N2CCOCC2)=NC1=O	49.8
COc1ccc(Nc2sc(C(=O)Nc3cccc(Cl)c3)c(N)c2C(=O)Nc2ccccc2OC)cc1	-10.7
CC1(C)Cc2c(c(-c3ccccc3)nc3sc4c(=O)[nH]c(=S)[nH]c4c23)CO1	-8.0

The list continues.
SMILES	Mot1-301 SUMO
Cn1nc(CC(=O)Nc2cccnc2N2CCOCC2)c2ccccc2c1=O	-11.2
COc1cc(OC)c2c(c1)O/C(=C\c1ccccc1)C2=O	27.0
O=C(c1cc(NC(=O)C23CC4CC(CC(C4)C2)C3)cc(NC(=O)C23CC4CC(CC(C4)C2)C3)c1)N1CCCCC1	-8.6
COc1ccc(OC)c(CC(NC(C)=O)C(=O)NC2CCN(c3nnnn3-c3ccccc3)CC2)c1 (stereo not drawn)	-15.8
CCOc1ccc(NC(=S)N(CC)Cc2ccccc2)cc1	9.7
C/C(=C\c1ccco1)C1Nc2cccc3cccc(c23)N1	-14.8
Cc1ccc(C)n1-c1ccc(C(=O)O)cc1	247.1
Nc1ncnc2c1ncn2[C@@H]1O[C@H](CO)C[C@@H]1O	0.0
CCn1c2ccccc2n2c(=O)c(=O)n(CC(=O)N3CCN(c4ccccc4OC)CC3)nc12	61.0
CC(=O)C1=C(C)NC(SCSc2ccccc2)=C(C#N)C1c1cccnc1 (stereo not drawn)	-6.4
CC(C)CNC(=O)CC(NCC(C)C)C(=O)O (stereo not drawn)	-1.4
CC(C)=CCc1c2c(c(O)c3c(=O)c4c(oc13)-c1cc(O)c(O)cc1OC4C=C(C)C)C=CC(C)(C)O2 (stereo not drawn)	8.3
CCC1CCCCN1Cc1nc2c(c(=O)n(C)c(=O)n2C)n1Cc1cccc2ccccc12 (stereo not drawn)	35.3
NNC(=O)c1oc2nc(-c3ccccc3)cc(-c3ccco3)c2c1N	-11.2
O=C1[C@H]2[C@H](C=CC[C@H]2C(=O)N2CCOCC2)CCN1Cc1ccc(Cl)c(Cl)c1	-5.7
CC12OC1C1(O)CCCC1=CC2=O (stereo not drawn)	5.0
CCn1c(COc2ccccc2C)nnc1SCc1nc2ccccc2c(=O)[nH]1	6.2
CC1CCCCC1NC(=O)/C(C#N)=C/c1ccc2c(c1)OCCO2 (stereo not drawn)	-20.6
O=C1NC(Cc2ccccc2)c2nc3ccc(Cl)cc3c(=O)n2-c2ccccc21 (stereo not drawn)	-12.0
CC(C)=CCc1c(-c2ccc(O)cc2O)oc2c3c(cc(O)c2c1=O)OC(C)(C)C=C3	1.6
CCN1CCN(Cc2ccc(NC(=O)c3cc(NC(=O)c4cncc(-c5cccs5)c4)cc(OC)c3)cc2C(F)(F)F)CC1	-31.2
COC(=O)C1=C(C)N(Cc2ccccc2)C(=NCCCCO)N[C@H]1c1ccccc1	17.2
O=C1c2ccccc2C(=O)N1c1cccc(-c2csc(Nc3ccc4c(c3)OCO4)n2)c1	5.1
CCCc1cc(=O)[nH]c(/N=C(/NC(=O)c2ccccc2)Nc2ccc3c(c2)OCCO3)n1	157.4
CC(=O)C1=C(C)NC(SCC(=O)c2ccc(C)cc2)=C(C#N)C1c1ccco1 (stereo not drawn)	5.1
COc1cccc(C=Nc2cccnc2)c1O	-8.1
C/C=C\C=C/C(=O)Nc1cccc(C2=NOC3(C2)C[C@@H](C(N)=O)N(C(=O)c2ccccc2)C3)c1 (stereo partly drawn)	433.3*
O=C(COc1ccc(Br)cc1)Nc1nnc(-c2cccnc2)s1	15.1
COc1cc(OC)c(C2N(C)c3ccccc3N2C)cc1OC	-1.3
CCc1nc2c(c(=O)c3ccccc3n2C)c(=O)n1CCc1ccc(OC)cc1	-8.1
COC(=O)CCC(=O)OC1(C)C(=O)C=C2C=C(C3CC3)OC=C2C1=O (stereo not drawn)	4.6
COC(=O)[C@H](Cc1ccccc1)NC(=O)O[C@H]1C(=O)c2ccc(OC)cc2O[C@@H]1c1ccc2c(c1)OCO2	7.6
Cc1c2c(nc3c(C(=O)NC4CCCCC4C)cnn13)CCCC2 (stereo not drawn)	-17.1
Cc1ccc(S(=O)(=O)CCC(=O)Nc2ccc(S(=O)(=O)N(C)C)cc2)cc1	19.2
Cc1cccc2nc(COc3ccc(-c4ccccc4)cc3)cn12	22.8
O/N=C/c1cc(Cl)ccc1OCc1cccc2ccccc12	-36.3
CC(=O)c1ccc(COC(=O)c2ccccc2NC(=O)C(C)C)cc1	0.8
Cc1ccc(N/N=C2\CC(=O)c3ccccc32)cc1Cl	140.9
